Screening results from PubChem.
HCMV antiviral: qHTS Assay for inhibitors of the human cytomegalovirus (HCMV); HFF cells, HCMV-luciferase reporter, 72 h; active compounds read low; activity change, negative = inhibition, % at 57.5 µM; 410,000 compounds, 4.5% hits; AID 1259415, 2018; in the data active = activity change below about -60%; inconclusive = no clear call, values can overlap the other calls; inactive = above about -39%
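Two compound doses tested in HFFs infected with HCMV-luciferase, MOI 1 PFU/cell, 72 h at 37C. Lysate luminescence read with OneGlo; data normalized against buffer-only and 10uM Salinomycin inhibitor controls.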
LmPK inh: qHTS Assay for Inhibitors of Leishmania Mexicana Pyruvate Kinase (LmPK); Q27686; purified LmPK, Kinase-Glo ATP luminescence, 1 h; Potency, µM (highest dose often 57.5 µM), without a hit: at the top dose activity change, negative = inhibition, actives largely listed as inhibitors; 290,000 compounds, 0.37% hits; AID 1721, 2009; note: potency is the fitted concentration of half-maximal effect
Target sequence (Q27686 whole entry, looked up): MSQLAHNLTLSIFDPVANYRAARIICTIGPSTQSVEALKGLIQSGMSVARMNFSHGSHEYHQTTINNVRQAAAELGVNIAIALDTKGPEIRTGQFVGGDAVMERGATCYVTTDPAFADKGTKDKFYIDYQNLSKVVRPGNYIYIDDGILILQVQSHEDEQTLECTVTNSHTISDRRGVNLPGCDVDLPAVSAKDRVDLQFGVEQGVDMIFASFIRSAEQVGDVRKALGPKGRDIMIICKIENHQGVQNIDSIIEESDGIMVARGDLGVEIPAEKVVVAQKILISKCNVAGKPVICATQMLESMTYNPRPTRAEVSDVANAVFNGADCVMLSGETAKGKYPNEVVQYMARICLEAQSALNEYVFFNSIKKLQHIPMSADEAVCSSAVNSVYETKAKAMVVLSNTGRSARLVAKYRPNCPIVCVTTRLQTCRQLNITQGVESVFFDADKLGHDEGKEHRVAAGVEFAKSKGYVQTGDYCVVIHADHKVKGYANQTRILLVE
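0.1 nM LmPK, 0.5 mM PEP, 0.1 mM ADP; 50 mM imidazole pH 7.2, 7 mM MgCl2, 50 mM KCl; 1 h RT. Kinase-Glo luminescence readout, normalized to no-enzyme (full inhibition) and uninhibited wells.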
AmpC inh detg: qHTS Inhibitors of AmpC Beta-Lactamase (assay with detergent); Potency, µM (highest dose often 114 µM), for the others: top-dose activity change, negative = inhibition, most hits filed as inhibitors; AmpC hydrolysis of nitrocefin, absorbance 480 nm, 0.01% Triton; 370,000 compounds, 0.041% hits; P00811; AID 485294, 2010;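 note: potency is the fitted concentration of half-maximal effect; 0% = no-compound wells and -100% = no-enzyme wells; nearly all actives have a fitted effect of over 25% in size; some results filed as inactive show a strong effect at the top dose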
Target sequence (P00811 whole entry, looked up): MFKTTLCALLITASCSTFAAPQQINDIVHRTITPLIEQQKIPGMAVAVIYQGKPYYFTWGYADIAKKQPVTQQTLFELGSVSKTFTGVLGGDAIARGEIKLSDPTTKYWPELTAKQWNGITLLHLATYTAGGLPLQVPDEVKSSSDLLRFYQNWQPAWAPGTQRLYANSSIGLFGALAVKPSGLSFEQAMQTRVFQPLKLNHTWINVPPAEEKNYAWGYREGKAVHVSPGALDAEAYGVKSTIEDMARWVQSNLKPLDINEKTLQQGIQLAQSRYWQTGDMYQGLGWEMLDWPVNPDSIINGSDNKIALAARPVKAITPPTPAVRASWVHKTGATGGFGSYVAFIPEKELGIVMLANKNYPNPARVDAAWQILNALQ
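AmpC (5.3 nM in the dispensed reagent) in 20 mM phosphate pH 7.0 with 0.01% (detergent screen) or 0.0001% Triton X-100 was preincubated with compounds for 15 min at room temperature. Nitrocefin was then added from an 800 uM solution, and hydrolysis was followed at 480 nm.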
TbPYK inhibitor: qHTS of Trypanosoma Brucei Inhibitors | pyruvate kinase (Trypanosoma brucei), Q57TT1 | Potency, µM (titrated, usually from 76.8 µM), inactives show at the top dose activity, negative = inhibition, usual class: inhibitors | TbPYK enzyme, Kinase-Glo Plus ATP luminescence, 45 min | 410,000 compounds, 0.12% hits; note: potency is the fitted concentration of half-maximal effect; nearly all actives have a fitted effect of over 50% in size
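TbPYK + substrate in 50 mM TEA pH 7.2, 100 mM KCl, 10 mM MgCl2, 0.05% BSA, 0.01% Tween-20; cpd pinned; ADP 130 uM final; 45 min RT; Kinase-Glo Plus 10 min; luminescence endpoint.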
AMA1-RON2 inh: qHTS for Inhibitors of AMA1-RON; Towards Development of Antimalarial Drug Lead: Primary Screen; AID 720542, 2013; AlphaScreen AMA1-biotinylated RON2 peptide binding; Potency, µM (highest dose often 58.2 µM), for the others: at the top dose activity change, negative = inhibition, most hits filed as inhibitors; 360,000 compounds, 0.2% hits;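 note: potency is the fitted concentration of half-maximal effect; 0% = vehicle wells and -100% = peptide control; nearly all actives have a fitted effect of over 45% in size; some results filed as inactive show a strong effect at the top dose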
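AMA1 (3D7) with his tag at 25 nM final met compounds first, then biotinylated RON2 peptide at 25 nM; detection used donor plus acceptor beads, 10 µg/mL apiece, read by AlphaScreen after 30 min at room temperature.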
Sm TGR block: qHTS Assay for the Inhibitors of Schistosoma Mansoni Peroxiredoxins; AID 485364, 2010; purified TGR, DTNB reduction, TNB absorbance 405 nm; 360,000 compounds, 3% hits; Potency, µM (doses to about 114 µM), for the others: top-dose activity change, negative = inhibition, actives largely listed as inhibitors; note: potency is the fitted concentration of half-maximal effect; nearly all actives have a fitted effect of over 60% in size
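TGR 20 nM + NADPH 100 uM (dispensed conc.), cpd preinc 15 min RT; start with NADPH (500 uM addition) then DTNB (15 mM addition). Kinetic TNB absorbance, 405 nm filter. Four-parameter Hill fit across titration.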
AmpC inh no detg: qHTS Inhibitors of AmpC Beta-Lactamase (assay without detergent). Potency, µM (top dose mostly 57.1 µM), for inactives: at the highest dose activity change, negative = inhibition, most hits filed as inhibitors. P00811. AmpC nitrocefin hydrolysis, absorbance 480 nm, 0.0001% Triton. 330,000 compounds, 0.52% hits;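 note: potency is the fitted concentration of half-maximal effect; plate controls were no compound for no effect and no enzyme for full effect; nearly all actives have a fitted effect of over 20% in size; some results filed as inactive show a strong effect at the top dose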
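AmpC (5.3 nM in the dispensed reagent) in 20 mM phosphate pH 7.0 with 0.01% (detergent screen) or 0.0001% Triton X-100 was preincubated with compounds for 15 min at room temperature. Nitrocefin was then added from an 800 uM solution, and hydrolysis was followed at 480 nm.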
Starred values were filed as active, the others as inactive; ? = inconclusive; . = not tested or not shown; & = joins results of further samples; [ ] = dose if it differs, or a comment. Unless noted, calls come from the whole dose curve; as a rule, active = well fitted curve in the direction sought with a large enough effect; inconclusive = small, poorly fitted or top-dose-only effect, or another doubt; inactive = no such curve, though single readings can be large; an effect the other way counts as inactive or inconclusive. Unless noted, % is set by controls: 0 for no effect and ±100 for the full control effect.

Compound,AMA1-RON2 inh,LmPK inh,AmpC inh no detg,AmpC inh detg,HCMV antiviral,TbPYK inhibitor,Sm TGR block
Cc1cc(NC(=O)CS(=O)(=O)c2cn(Cc3ccccc3Cl)c3ccccc23)no1,-4%,2%,-42%,-5%,?,?,-2%
O=C(c1cccc(S(=O)(=O)N2CCCCCC2)c1)N1CCN(c2ccccc2F)CC1,-18%,-6%,81%[activator],-7%,17,5%,1%
C=CCc1c(N(CC)CC)nc(C)[nH]c1=O,-11%,4%,-15%,-7%,6,7%,-8%
CCc1ccc(NC(=O)Cn2c(=O)n(Cc3ccc(C)cc3)c(=O)c3cccnc32)cc1,.,.,.,1%,8,1%,3%
COc1ccc(N2CCN(C(CNC(=O)c3cccc(OC)c3)c3cccnc3)CC2)cc1 (centres undefined),.,.,.,-3%,-9,-3%,1%
Clc1ccc(-c2cccs2)nn1,16%,3%,-11%,?,-27,-3%,73%[activator]
CCN(CC)CCCNC(=O)CC1Sc2ccccc2NC1=O (centres undefined),9%,0%,-1%,0%,36,-12%,?
COc1ccc(Br)cc1CNCCSc1nnnn1C,-6%,2%,-13%,?,-11,-1%,?
Cn1c(Cc2ccccc2)nnc1SCC(=O)NCCc1ccccc1,3%,-3%,-1%,9%,-17,0%,-3%
CC1CC(C)CN(C(=O)c2ccc(NS(=O)(=O)c3ccc4[nH]c(=O)[nH]c4c3)cc2)C1 (centres undefined),-2%,.,-41%,-12%,-26,2%,-3%

Some of these compounds in order of SMILES length, high to low:
Compound,AMA1-RON2 inh,LmPK inh,AmpC inh no detg,AmpC inh detg,HCMV antiviral,TbPYK inhibitor,Sm TGR block
CC1CC(C)CN(C(=O)c2ccc(NS(=O)(=O)c3ccc4[nH]c(=O)[nH]c4c3)cc2)C1 (centres undefined),-2%,.,-41%,-12%,-26,2%,-3%
COc1ccc(N2CCN(C(CNC(=O)c3cccc(OC)c3)c3cccnc3)CC2)cc1 (centres undefined),.,.,.,-3%,-9,-3%,1%
Cn1c(Cc2ccccc2)nnc1SCC(=O)NCCc1ccccc1,3%,-3%,-1%,9%,-17,0%,-3%

(more compounds)
Compound,AMA1-RON2 inh,LmPK inh,AmpC inh no detg,AmpC inh detg,HCMV antiviral,TbPYK inhibitor,Sm TGR block
Cc1ccc(SCCC(=O)N2CCC(C)CC2)cc1,13%,0%,-14%,-5%,84,1%,-3%
O=C(Oc1ccc(N2C(=O)CCC2=O)cc1)c1ccco1,-17%,-10%,-10%,-3%,18,-4%,-3%
CCn1c(SCC(=O)N2CCc3ccccc32)nnc1-c1ccco1,-16%,-2%,24%,0%,?,2%,-28%
CCN(CC)c1ccc(/C=N/N2CCOCC2)cc1,-17%,-17%,-15%,2%,35,-17%,-6%
CCCCn1c(SCC(=O)Nc2cc(C)on2)nnc1-c1cccs1,-2%,1%,-11%,-6%,0,1%,5%
CCN(c1ccc(NC(=O)COC(=O)c2ccc3ccccc3n2)cc1)C(C)C,?,1%,-19%,-8%,52,-2%,-24%
Cc1ccccc1Nc1nc(N)nc(CSc2ccccc2)n1,4%,3%,-28%,?,-10,-1%,6%
COC(=O)c1c(-c2ccc(C)cc2)csc1NC(=S)NC(=O)c1ccc(F)cc1,-10%,4%,-42%,-5%,1,-8%,2%
Nc1ccc(-n2nncc2-c2ccccc2)cc1,-11%,0%,-28%,-11%,-22,-1%,-15%
NC(=O)c1oc2ccccc2c1NC(=O)CCc1ccccc1,-1%,2%,-3%,?,-6,-7%,1%
CCC(=O)Nc1nc2ccc([N+](=O)[O-])cc2s1,2%,6%,-13%,-1%,-60*,-5%,14%
CCCCNc1nc2c(-c3cccc(C)c3)nnn2c2ccccc12,.,.,.,6%,3,6%,1%
CN(C)S(=O)(=O)c1cccc(NC(=O)COC(=O)/C=C/c2cccs2)c1,2%,3%,-34%,-8%,-24,20%,-1%
CCCCNC(=O)c1nn(-c2ccccc2OC)c(=O)c2ccccc12,-2%,2%,38%,-1%,-18,-8%,2%
O=C(NCC(=O)N1CC=C(c2ccccc2)CC1)c1ccccc1Br,-10%,-6%,-3%,4%,-27,-3%,-2%
COc1ccc(Cl)cc1NC(=O)CN(c1cc(C)cc(C)c1)S(=O)(=O)c1c(C)n[nH]c1C,.,.,.,4%,-23,1%,0%
O=C(NCC1CCCO1)c1ccc(Br)c(S(=O)(=O)N2CCOCC2)c1 (centres undefined),14%,.,-8%,?,-35,11%,5%
O=C(Nc1ccc(Cc2ccncc2)cc1)c1ccc([N+](=O)[O-])o1,4%,2%,-13%,3%,-101*,-1%,-20%
Cc1ccc(-c2nnc(SCC(=O)N3c4ccccc4NC(=O)C3(C)C)n2N)cc1,-6%,1%,-27%,-9%,28,-1%,-16%
CC(C)(C)OC(=O)N1CCC(c2c(C(=O)N3CCN(c4ncccn4)CC3)cnn2-c2ccccc2)CC1,.,.,.,23%,0,-9%[15.4 µM],13%
COc1ccc(NC(=O)COc2ccccc2C(N)=O)cc1S(=O)(=O)N1CCCCC1,-6%,.,.,.,-24,-3%,.
CC(C)C1C(C#N)=C(N)SC(N)=C1C#N,2%,0%,-12%,11%,35,.,-4%[11.4 µM]
CCOC(=O)c1cc(C(=O)Nc2cccc(C)c2)nn1C,3%,-27%,-2%,-6%,24,-9%,9%
COc1ccc(C(=O)Nc2cc(C(=O)O)cc(C(=O)O)c2)cc1Cl,-15%,-4%,-8%,1%,-6,-7%,.
Cc1nn(C(C)(C)C)c(OC(=O)c2cccc(F)c2)c1Sc1ccccc1,.,.,.,9%,3,0%,2%
CCOC(=O)Cn1c(=NC(=O)c2nc3ccccc3s2)sc2cc(S(N)(=O)=O)ccc21,-16%,3%,-27%,-7%,-16,4%,0%
COc1ccc(N(CC(=O)NCCSCc2ccco2)S(=O)(=O)c2ccccc2)cc1Cl,-5%,-8%,-18%,4%,14,-9%,18µM*
Fc1cccc(F)c1/C=N/Nc1ccccn1,29%,-4%,-21%,?,-31,3%,2%
CCOC(=O)NC(=O)/C(C#N)=N\Nc1ccc(Cl)cc1,1%,8%,-49%,?,-8,5%,4%
O=C(Cc1ccc(Cl)cc1)NNC(=O)c1ccco1,10%,-11%,-10%,2%,-2,2%,0%

Single values from the results shown.
Sm TGR block, CCCCNC(=O)c1nn(-c2ccccc2OC)c(=O)c2ccccc12 reads 2%
TbPYK inhibitor, CCOC(=O)Cn1c(=NC(=O)c2nc3ccccc3s2)sc2cc(S(N)(=O)=O)ccc21 reads 4%

New compounds follow
Compound,AMA1-RON2 inh,LmPK inh,AmpC inh no detg,AmpC inh detg,HCMV antiviral,TbPYK inhibitor,Sm TGR block
COc1ccc(/C=C\c2onc(C)c2S(=O)(=O)N2CCC(C(=O)Nc3cccc(OC)c3)CC2)cc1,.,.,.,4%,-27,5%,-8%
CSc1nc2ncc(C#N)cn2n1,2%,10%,-7%,7%,-24,1%,0%
CC(C(=O)N1CCN(Cc2ccc3c(c2)OCO3)CC1)c1ccc([N+](=O)[O-])cc1 (centres undefined),1%,1%,114%[activator],6%,2,2%,4%
C#CC1CN(Cc2ccccc2)CC(C#C)N1C (centres undefined),7%,-2%,0%,0%,30,-3%,-7%
CC(NC(=O)CCc1nnc(C2(c3ccc(Cl)cc3)CCC2)o1)C1CC1 (centres undefined),-8%,8%,88%[activator],5%,-13,4%,0%
NC(=S)Nc1cccc(F)c1,-2%,0%,-18%,?,23,-3%,4%
CC(O)(P(=O)(O)O)P(=O)(O)O,68%[activator],.,.,.,-31,3%&6%,.
COc1cc(NC(=O)CN2CCC(C(N)=O)(N3CCCCC3)CC2)c(OC)cc1Cl,2%,0%,40%,-2%,-16,-5%,1%
CCNC(=O)C1(C)CCCN(C(=O)c2cc(OC)ccc2Br)C1 (centres undefined),1%,.,.,.,17,1%,.
O=c1cc(-c2ccccc2)oc2cc(OCc3ccccc3)cc(O)c12,-14%,4%,-24%,-8%,-14,2%,-1%
COc1ccc(CNC(=O)CCCn2nc(C)c3c(C)n(-c4ccccc4)nc3c2=O)cc1,3%,0%,29%,-5%&0%,?,3%&-3%,-1%&-2%
CSc1nsc(NC(=O)OCc2ccc(Cl)cc2)n1,21%,-4%,-28%,-9%,-5,1%,3%
Cc1noc(C)c1CSc1ccccc1C(=O)O,-6%,1%,-13%,3%,-27,5%,-4%
COc1cc(C(C(=O)NC2CCCC2)N(C(=O)c2snc(C(N)=O)c2N)C2CCCC2)cc(OC)c1OC (centres undefined),0%,-1%,61%[activator],-2%,44,1%,-3%
O=C(Nc1ccc(NS(=O)(=O)c2ccccc2)cc1)c1ccc(Cl)cc1,3%,5%,-42%,-3%,-14,7%,2%
O=C(COC(=O)c1ccc(O)cc1)Nc1cccc(S(=O)(=O)NC2=NCCC2)c1,-6%,.,-41%,?,1,0%,-11%
COc1cc(N(C(C)=O)c2ccc(O)cc2)c2ncccc2c1,-4%,.,.,.,-15,0%,.
CN(C)c1cccc(C(=O)OCC(=O)Nc2ccccc2Sc2ccccc2)c1,-1%,2%,-29%,-6%,2,4%,-3%
CC(C)CC(C(=O)N1CCOCC1)N1Cc2ccccc2C1=O (centres undefined),10%,2%,-6%,-11%,10,-4%,3%
COc1ccc(OC(C)C(=O)NC(C)c2ccccc2)cc1 (centres undefined),2%,0%,3%,-2%,21,-10%,-12%
CC(O)CN=c1cc(-c2ccccc2)oc2ccc(Cl)cc12 (centres undefined),-6%,2%,-26%,?,?,1%,-21%
COCCCNC(=S)Nc1ccccc1[N+](=O)[O-],-3%,0%,-17%,-9%,-27,-1%,?
CC(C)c1ccc(NC2CCCN(C(=O)c3ccnn3C)C2)cc1 (centres undefined),0%,0%,-10%,-5%,13,-9%,2%
CCC(CC)c1nnc(NC(=O)COc2ccc3c(c2)OCO3)s1,-10%,-5%,-29%,-1%,106,-13%,-4%
Cc1ccc(S(=O)(=O)NCCC(=O)NNC(=O)COc2ccc(Br)cc2)cc1C,107%[activator],.,5%,-9%,-14,-4%,-3%
COc1ccc(C2/C(=C(\O)c3ccc4c(c3)OCCO4)C(=O)C(=O)N2Cc2cccnc2)cc1 (centres undefined),13%,10%,-30%,3%,?,-26%,-1%
CN(C(=O)/C=C/c1ccc(F)cc1)C1CCCCC1,-18%,.,.,.,36,-1%,.
